Diaphorase act – compounds boosting diaphorase resazurin reduction – biochemical, uHTS, resorufin fluorescence, counter-screen for diaphorase-coupled primary assays, primary screen. Diaphorase/resazurin coupled assay, 16 min; active compounds read high; 1 = vehicle wells, 0 = NADH-free wells. 0.005% of 190,000 active. activation factor at 20 µM;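 active means diaphorase activity raised at least twofold by the compound at 20 µM; inactive means activation factor below 2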
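Measured by – red resorufin fluorescence at 544/590 nm excitation/emission · Test system – Clostridium kluyveri diaphorase, purified enzyme · Incubation – reaction time 16 min, room temperature · Buffer or medium – 50 mM HEPES pH 7.4 with 4.542 mM MgCl2, 0.005% Tween 20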
Diaphorase inh – diaphorase inhibitors and chemical oxidizers, primary screen, counter-screen for diaphorase-coupled primary assays, biochemical, uHTS, resorufin fluorescence. diaphorase resazurin-to-resorufin fluorescence, NADH, 16 min; bacterial (C. kluyveri) enzyme, not human. 0.69% of 190,000 active. inhibition, % at 20 µM;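 active means primary screen inhibition at 20 µM above a set limit, cut at about 50% in these data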;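 further: plate controls were DMSO with full reaction for no effect and wells lacking NADH for full effect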
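System: Diaphorase enzyme from Clostridium kluyveri | Amount: Enzyme working solution with 0.14 U/mL diaphorase | Benchmarks: No-NADH positive control and DMSO neutral control | Signal: Fluorescence of resorufin formed from resazurin, Ex 544/Em 590 nm | Schedule: 16-min room-temperature incubation before reading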
Hsp70 act – Hsp70 transcriptional activators, primary screen, cell-based, HeLa, Hsp70 promoter luciferase, luminescence, 10 µM; HeLa Hsp70 promoter luciferase reporter; scaled: vehicle 0, proteasome-inhibitor control 100%; activation, % at 10 µM; 0.04% of 200,000 active; AID 1203, 2008;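 active means activation above the mean across all tested compounds plus 3 SD, cutoff set per campaign, cut at about 5.5% in these data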;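 further: 100% = MG132 at 30 µM as the positive control and 0% = DMSO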
RAM network inh – inhibitors of the yeast RAM network, primary screen, dse1pr::URA3 reporter, 5-FOA selection; S. cerevisiae dse1pr::URA3 reporter, 5-FOA growth OD615, 2 d; analog-sensitive cbk1-as2 kinase mutant strain; inhibition, % at 50 µM; 1.8% of 190,000 active; AID 868, 2007;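 active means inhibition above a set limit, 3 SD over mean compound inhibition, cut at about 8.4% in these data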;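 further: 0% = DMSO-only wells with no growth and 100% = 10 µM 1-NA-PP1 full growth; inhibition rescues growth on 5-FOA so higher OD means more RAM inhibition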
G6PDH counter – L. mesenteroides G6PDH inhibitors, counter-screen for G6PDH-coupled screening assays, biochemical, Leuconostoc mesenteroides enzyme; AID 1020, 2008; inhibition, % at 5 µM; glucose-6-phosphate dehydrogenase [Leuconostoc mesenteroides]; 0.12% of 200,000 active; Purified L. mesenteroides G6PDH, diaphorase/resazurin coupled fluorescence, 45 min
L major viab – Leishmania major promastigote growth inhibition, primary screen; 9% of 200,000 active; Leishmania major promastigotes, resazurin fluorescence viability; inhibition, % at 10 µM;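 further: promastigotes grown with compound for 44 hours at 28 °C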
Redox H2O2 prof – compounds producing H2O2 with reducing agent – biochemical, NIH compound library profiling, artefact control for MLSCN library redox annotation, primary screen. DTT-dependent redox cycling H2O2, phenol red/HRP absorbance; 100% = 100 µM peroxide control, 0% = buffer. activation, % at 10 µM. 0.03% of 200,000 active. AID 878, 2007;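 active means activation of at least 50% relative to the plate's high and low controls in the primary single-dose screen; inactive means activation below 50%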;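 further: compound incubated with DTT at 0.8 mM final as the reducing agent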
PMI activator – activators of human PMI, primary screen, biochemical, fluorescence intensity, near-Km mannose 6-phosphate; purified human PMI, coupled resazurin fluorescence, 20 min; active compounds read high; 1 = vehicle control, 0 substrate-free wells; activation factor at 20 µM; 0.005% of 190,000 active; AID 1214, 2008;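 active means activation factor of 2 or more at 20 µM, relative to plate controls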
Target sequence (P34949 whole entry, looked up): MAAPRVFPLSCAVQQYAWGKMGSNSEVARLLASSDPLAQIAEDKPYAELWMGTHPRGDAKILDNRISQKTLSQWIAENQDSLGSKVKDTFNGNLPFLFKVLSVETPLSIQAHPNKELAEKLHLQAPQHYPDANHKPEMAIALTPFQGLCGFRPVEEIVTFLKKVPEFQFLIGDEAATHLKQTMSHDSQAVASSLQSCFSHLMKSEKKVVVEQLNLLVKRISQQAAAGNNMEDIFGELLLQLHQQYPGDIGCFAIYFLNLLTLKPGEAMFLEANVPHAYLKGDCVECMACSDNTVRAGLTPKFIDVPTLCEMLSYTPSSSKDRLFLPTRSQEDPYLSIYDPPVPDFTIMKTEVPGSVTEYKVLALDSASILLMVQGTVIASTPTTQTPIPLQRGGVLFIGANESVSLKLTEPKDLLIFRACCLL
PMI act hi M6P – human PMI activators, high substrate, primary screen, biochemical, fluorescence intensity, near-saturating mannose 6-phosphate; coupled PMI enzyme assay, resazurin fluorescence, 20 min; active compounds read high; 1 = untreated enzyme, 0 = substrate-free blank; activation factor at 20 µM; 0.34% of 190,000 active;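 active means activation factor of 2 or more at 20 µM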
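Test system: human phosphomannose isomerase with PGI, G6PDH, diaphorase coupling enzymes / Doses: 20 µM compound, 1% DMSO / Times: enzyme reaction with compound 20 min at room temperature / Measured by: Diaphorase-driven resazurin-to-resorufin fluorescence, excitation 544, emission 590 nm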
S1P3 antagonist – S1P3 receptor antagonists, primary screen, cell-based | AID 485, 2006 | CHO S1P3 NFAT-BLA reporter, FRET fluorescence, antagonist mode | Sphingosine 1-phosphate receptor 3 (Homo sapiens), Q99500 | inhibition, % at 4.98 µM | 0.27% of 170,000 active;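 active means inhibition above the plate cutoff, the mean inhibition of test wells on that plate plus 3 SD, cut at about 28% in these data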;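 further: cells challenged with S1P at its EC80 of 0.8 µM; blue over green emission ratio from cleaved BLA substrate after 4 h stimulation; 0% = S1P-stimulated wells and 100% = unstimulated DMSO-only wells; some compounds past the cut are filed as inactive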
Target sequence (Q99500 whole entry, looked up): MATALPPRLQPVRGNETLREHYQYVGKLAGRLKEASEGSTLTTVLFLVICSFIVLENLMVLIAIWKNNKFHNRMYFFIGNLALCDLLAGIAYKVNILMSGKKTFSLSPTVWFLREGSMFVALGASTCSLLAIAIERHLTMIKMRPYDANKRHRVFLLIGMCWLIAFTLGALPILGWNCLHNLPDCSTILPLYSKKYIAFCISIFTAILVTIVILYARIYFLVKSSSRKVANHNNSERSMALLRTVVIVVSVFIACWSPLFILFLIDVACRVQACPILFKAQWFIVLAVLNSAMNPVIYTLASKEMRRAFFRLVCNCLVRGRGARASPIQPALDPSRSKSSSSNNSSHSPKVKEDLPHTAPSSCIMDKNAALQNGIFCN
TLR4 MyD88 comp – inhibitors of TLR4-MyD88 association in cells, primary screen, cell-based, HeLa CL3-4, BLA complementation, FRET ratio. 0.18% of 200,000 active. HeLa CL3-4 TLR4/MyD88 BLA complementation. AID 861, 2007. Toll-like receptor 4 (Homo sapiens) + Myeloid differentiation primary response protein …. inhibition, % at 8.4 µM; in the data active means inhibition above about 25%;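 further: 0% = vehicle and 100% = reference inhibitor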
* marks the source's active call; other numbers are inactive results; / = not tested or not shown. Unless noted, no stated cut-off is given here; in the data, active means inhibition above about 50%; inactive means the rest.

SMILES	Diaphorase act	Diaphorase inh	Hsp70 act	RAM network inh	G6PDH counter	L major viab	Redox H2O2 prof	PMI activator	PMI act hi M6P	S1P3 antagonist	TLR4 MyD88 comp
COC(=O)c1ccc(C(=O)OC)c(NC(=O)COC(=O)c2ccc(OC)c(OC)c2OC)c1	1	1	-0.5	11*	-13	-2	0.7	0.9	1	-8	-6
Cc1cccc(C)c1N(CC(O)Cn1c2ccccc2c2ccccc21)S(C)(=O)=O (stereo not drawn)	0.8	20	-0.4	-0.5	1	37	0.1	0.8	0.9	/	-11
CN(C)S(=O)(=O)c1ccc(C(=O)Nc2nc(-c3ccccc3)c(C(=O)c3ccccc3)s2)cc1	0.8	18	-0.4	7.0	11	39	-0.1	0.9	0.9	-8	-13
O=[N+]([O-])c1ccc(Cl)c(CN2CCC(O)CC2)c1	0.9	12	-0.4	0.1	0	62*	-0.2	1.2	1.5	-4	-11
CCCn1c(NC(=O)c2ccco2)nc2ccccc21	1.1	-11	0.0	-0.2	8	15	-2.6	1	1.1	33	21
CN(C)c1nc(N(C)C)nc(N(C#N)CCOc2ccccc2)n1	0.8	24	-0.2	9.8*	2	8	-1.0	0.8	0.9	/	-4
CCN(CCCNC(=O)C1CCCN(S(=O)(=O)CC)C1)c1cccc(C)c1 (stereo not drawn)	1	-4	-0.2	-0.1	9	0	0.0	1.1	0.9	12	-5
COc1ccccc1-c1ccc(SCC(=O)N2CCOCC2)nn1	0.9	7	-0.3	1.1	3	-9	-0.4	1	1	-10	13
CC(C)OC(=O)c1cccc(NC(=O)c2ccccc2)c1	0.8	23	0.4	-1.0	1	14	0.8	1	0.9	/	3
CC(=O)CC1OC(=O)C(Br)=C1NCc1ccccc1 (stereo not drawn)	0.9	8	0.2	0.8	10	42	0.4	1.1	1	-26	-20
COc1ccccc1-c1nnc(SCC(=O)OC(C)C)o1	0.9	8	0.4	0.3	-2	-8	0.6	0.9	0.9	-4	10
CCOC(=O)c1[nH]c(C)c(C(=O)OCC(=O)N(CC)C2CCS(=O)(=O)C2)c1C (stereo not drawn)	1.1	-5	-0.1	0.7	-3	-1	0.1	1.1	1.1	/	-5
CCOC1OC(=O)C(Cl)=C1Nc1cc(C)ccc1C (stereo not drawn)	0.9	11	0.1	1.0	1	6	-0.9	1.1	1	-4	5
COc1ccc(Br)cc1CN(C)CC(=O)Nc1cccc(S(N)(=O)=O)c1	1	0	-0.2	3.0	7	7	-1.1	1	0.9	-25	11
COC(=O)c1ccccc1NC(=O)C(=O)NCC1CCCO1 (stereo not drawn)	1	2	-0.3	-0.6	-4	-5	0.5	1	1	9	-7
O=C(O)C1Cc2c([nH]c3ccccc23)C(c2ccc3c(c2)OCO3)N1 (stereo not drawn)	0.8	18	-0.5	0.8	1	-6	2.0	1	0.9	-23	-2
CCOC(=O)CN1C(=O)C(Sc2n[nH]c(-c3ccc(O)cc3)n2)CCc2ccccc21 (stereo not drawn)	0.9	12	-0.5	0.5	8	5	-0.1	0.9	1	/	-9
CN(C)c1cccc2c(S(=O)(=O)Nc3ccccn3)cccc12	0.9	14	-0.5	0.0	-12	-4	2.2	1	1	-5	6
O=C(N/N=C/c1ccc(F)cc1)c1cc(-c2ccco2)nc2ccccc12	0.7	26	0.1	0.5	9	24	-6.7	1	1.1	/	-6
COc1cccc(-n2nnc3c(=O)n(CC(=O)N4CCC(Cc5ccccc5)CC4)cnc32)c1	0.9	14	0.4	5.7	-2	94*	-0.1	1	0.9	/	-3
Cc1ccc(S(=O)(=O)N2CCCCC2C(=O)NCc2ccco2)cc1 (stereo not drawn)	0.9	14	-0.3	0.1	13	1	-0.2	1.1	1	-13	4
CCNC(=O)CC1SC(=Nc2ccc(C)cc2)NC1=O (stereo not drawn)	0.9	5	-0.1	0.8	13	-6	0.1	1	1.1	1	-2
Cc1cccc(C)c1NC(=O)c1cccc(COc2cc(Cl)ccc2Cl)c1	0.9	7	-0.2	3.7	-14	5	-0.4	1	1	-3	-3
Cc1ccccc1OCCn1cc(/C=C(\C#N)C(=O)NCc2ccco2)c2ccccc21	0.9	11	0.1	3.5	1	19	2.3	0.9	0.9	-22	-5
Cc1ccc(NC(=O)CCC(=O)OC(C(=O)c2ccc(C)c(C)c2)c2ccccc2)c(C)c1 (stereo not drawn)	0.9	13	-0.2	6.4	4	-6	4.4	0.9	1	/	-5
O=C(CSc1nnc(-c2cccnc2)n1-c1ccccc1)N1CCN(c2ccc(F)cc2)CC1	0.9	8	0.6	1.3	-2	39	0.9	1	1	/	-21
Cc1ccc(C)c(OCCn2c(=O)c3c(ncn3C3CCCC3)n(Cc3ccccc3)c2=O)c1	0.8	19	-0.2	7.4	-3	96*	1.5	0.9	0.9	-1	-8
CCOc1ccc(-c2nnc3ccc(SCC(=O)Nc4cc(C)on4)nn23)cc1	0.9	10	-0.1	1.3	-7	15	-0.9	1	1	-5	0
CCC(C)(C)c1ccc(OCCCC[n+]2cccc(C)c2)c(C(C)(C)CC)c1	1.5	-50	-0.1	-2.4	7	100*	-0.6	1	1	-1	11
Cc1cccc(-c2nnc(SCc3ccccc3)o2)c1	0.8	25	-0.3	0.1	4	-7	2.2	0.9	0.9	/	5

Arranged by length of the SMILES (highest first): part of the list above
SMILES	Diaphorase act	Diaphorase inh	Hsp70 act	RAM network inh	G6PDH counter	L major viab	Redox H2O2 prof	PMI activator	PMI act hi M6P	S1P3 antagonist	TLR4 MyD88 comp
O=C(CSc1nnc(-c2cccnc2)n1-c1ccccc1)N1CCN(c2ccc(F)cc2)CC1	0.9	8	0.6	1.3	-2	39	0.9	1	1	/	-21
Cc1ccc(S(=O)(=O)N2CCCCC2C(=O)NCc2ccco2)cc1 (stereo not drawn)	0.9	14	-0.3	0.1	13	1	-0.2	1.1	1	-13	4
CCNC(=O)CC1SC(=Nc2ccc(C)cc2)NC1=O (stereo not drawn)	0.9	5	-0.1	0.8	13	-6	0.1	1	1.1	1	-2

Next compounds:
SMILES	Diaphorase act	Diaphorase inh	Hsp70 act	RAM network inh	G6PDH counter	L major viab	Redox H2O2 prof	PMI activator	PMI act hi M6P	S1P3 antagonist	TLR4 MyD88 comp
CCOC(=O)N1CCN(C(=O)CN(c2cccc(C)c2)S(=O)(=O)c2ccccc2)CC1	0.9	8	-0.1	1.5	5	5	-0.4	1	1	/	-5
O=C(O)c1cc(C(F)(F)F)nc2ccccc12	1	0	-0.4	0.8	4	-1	-0.6	1.1	1.1	-16	10
CC(C)CNC(=O)c1oc2ccccc2c1COc1ccccc1	0.8	22	-0.2	8.9*	5	6	-0.1	1	0.9	-2	-8
Cc1cc(C)c(S(=O)(=O)N2CCCOC2CNC(=O)C(=O)NCc2cccs2)c(C)c1 (stereo not drawn)	1	-1	-0.5	-0.4	1	3	-0.6	1.1	1.1	20	6
Cc1ccc(NC(=S)NC2CCN(Cc3ccccc3)CC2)cc1	0.8	20	0.7	0.1	1	100*	/	0.9	0.9	-7	0
O=C1c2ccsc2SCCN1Cc1c(Cl)cccc1Cl	1.1	-8	-0.2	1.5	1	4	-4.2	1.1	1.1	/	-3
CC(C)c1ccc(NCCC(=O)c2cccs2)cc1	0.7	26	0.3	0.8	3	16	0.0	0.9	0.8	30*	-7
CCC(C)(C)NC(=O)CN(C(=O)CCC(=O)Nc1cc(C)ccn1)c1ccc2c(c1)OCCO2	1	-1	0.0	1.5	10	-1	0.6	1	1.1	-6	-3
O=C(COC(=O)c1ccncc1)c1ccc(Br)cc1	0.9	9	0.0	-0.6	8	-11	-0.3	0.9	1	-3	-1
O=C(Nc1ccccc1)Nc1ccc(Br)cc1F	0.8	24	0.0	1.9	-13	1	0.8	0.9	0.9	19	-13
COC(=O)c1cc(OC)c(OC)cc1NC(=S)Nc1cc(Cl)ccc1OC	0.9	13	-0.1	1.5	-17	-3	-0.2	0.9	0.9	-11	-4
CCN(c1ccccc1)S(=O)(=O)c1ccc(OCC(=O)Nc2cc(C)on2)cc1	0.9	14	-0.2	1.3	25	-1	2.2	0.8	0.8	/	-1
CCOC(=O)C1=C(C)N=C2SC(C)C(=O)N2C1c1ccc(OC(C)=O)c(OCC)c1 (stereo not drawn)	0.7	28	-0.3	3.3	-3	-1	-5.5	0.9	0.8	-4	1
COc1ccc(OC)c(NC(=O)C2CCN(S(=O)(=O)c3cccs3)CC2)c1	1	-3	-0.1	3.5	2	1	0.1	1.1	1.1	/	4
Cc1ccccc1-n1nnnc1SCC(N)=O	0.8	17	0.0	3.6	4	4	-1.0	0.8	0.9	-16	-3
COc1ccccc1N1CCN(C(=O)CSc2nc3ccccc3[nH]2)CC1	1	4	-0.1	1.1	-4	21	-0.2	1	1	/	-14
O=C(CSc1nnnn1-c1ccc(Cl)cc1)NNC(=O)c1ccc([N+](=O)[O-])cc1	1	2	-0.2	7.3	4	-12	-0.2	1	1	2	-9
CCOC(=O)CSC1=C(C#N)C(c2ccc(OC)cc2)C2=C(CC(C)(C)CC2=O)N1 (stereo not drawn)	0.7	34	-0.2	3.7	5	4	-1.1	1.1	1.4	/	1
O=C(NCC(=O)N(Cc1ccccc1)C(C(=O)NC1CCCCC1)c1ccco1)c1ccco1 (stereo not drawn)	0.9	5	-0.1	1.8	14	5	0.7	1	1	/	-26
COc1ccc(C(CNC(=O)c2cncc(Br)c2)N(C)C)cc1 (stereo not drawn)	1.1	-6	-0.3	-0.1	5	-1	0.0	1.1	1	-10	-4
O=C(Nc1cccc2ccccc12)c1onc2c1CCCC2	0.8	19	0.1	3.1	6	-2	1.1	0.7	0.8	/	-4
Cc1cc(C(=O)Cn2cnc3cc([N+](=O)[O-])ccc3c2=O)c(C)n1CC1CCCO1 (stereo not drawn)	0.8	20	-0.2	0.0	-10	-4	-0.2	0.9	0.8	5	2
COc1ccc(OCc2cccc(C(=O)N3CCCC3)c2)cc1	0.9	12	-0.5	-0.1	-8	-5	1.3	0.9	0.9	1	0

Screens as filed in PubChem BioAssay.
